PTHR1 ag: qHTS for PTHR1 Agonists: Primary Screen | AID 743266, 2014 | 410,000 tested, 0.075% active | Potency, µM (titrated, usually from 115 µM), for inactives: top-dose activation, actives largely listed as activators | HEK293 GP2 PTHR1 cells, GloSensor cAMP luminescence, 1 h | Parathyroid hormone/parathyroid hormone-related peptide receptor (Homo sapiens), Q03431; note: nearly all actives have a fitted effect of over 55% in size; some results filed as inactive show a strong effect at the top dose; inactives centre near -15; many of its hits are not listed in these tables
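HEK-293-derived GP2 cells expressing PTHR1 and a GloSensor cAMP reporter, 3,000/well, plated overnight, given luciferin plus IBMX (each 0.5 mM as added) for 1 h at 37 °C, then compound for 1 h at 37 °C. Luminescence was read after 15 min at room temperature.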
EPAC1 antagonist: qHTS for Antagonist of cAMP-regulated guanine nucleotide exchange factor 3 (EPAC1): primary screen | Rap guanine nucleotide exchange factor 3 (Homo sapiens), O95398 | EPAC1 GEF assay, Rap1b-BODIPY-GDP exchange fluorescence | Potency, µM (series often up to 115 µM), for the others: at the top dose activity change, negative = inhibition, most hits filed as inhibitors | 360,000 tested, 0.14% active | AID 720709, 2013;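 note: plate controls were vehicle for no effect and positive control for full effect; nearly all actives have a fitted effect of over 50% in size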
EPAC2 agonist: qHTS for Agonist of cAMP-regulated guanine nucleotide exchange factor 4 (EPAC2): primary screen. Rap guanine nucleotide exchange factor 4 (Homo sapiens), Q8WZA2. EPAC2 activation, biochemical qHTS; response scale: 100% = 6.5 mM cAMP response. Potency, µM (top dose mostly 154 µM), inactives show top-dose activation, hits mostly activators. 360,000 tested, 0.079% active. AID 720711, 2013; note: nearly all actives have a fitted effect of over 50% in size
Target sequence (Q8WZA2 whole entry, looked up): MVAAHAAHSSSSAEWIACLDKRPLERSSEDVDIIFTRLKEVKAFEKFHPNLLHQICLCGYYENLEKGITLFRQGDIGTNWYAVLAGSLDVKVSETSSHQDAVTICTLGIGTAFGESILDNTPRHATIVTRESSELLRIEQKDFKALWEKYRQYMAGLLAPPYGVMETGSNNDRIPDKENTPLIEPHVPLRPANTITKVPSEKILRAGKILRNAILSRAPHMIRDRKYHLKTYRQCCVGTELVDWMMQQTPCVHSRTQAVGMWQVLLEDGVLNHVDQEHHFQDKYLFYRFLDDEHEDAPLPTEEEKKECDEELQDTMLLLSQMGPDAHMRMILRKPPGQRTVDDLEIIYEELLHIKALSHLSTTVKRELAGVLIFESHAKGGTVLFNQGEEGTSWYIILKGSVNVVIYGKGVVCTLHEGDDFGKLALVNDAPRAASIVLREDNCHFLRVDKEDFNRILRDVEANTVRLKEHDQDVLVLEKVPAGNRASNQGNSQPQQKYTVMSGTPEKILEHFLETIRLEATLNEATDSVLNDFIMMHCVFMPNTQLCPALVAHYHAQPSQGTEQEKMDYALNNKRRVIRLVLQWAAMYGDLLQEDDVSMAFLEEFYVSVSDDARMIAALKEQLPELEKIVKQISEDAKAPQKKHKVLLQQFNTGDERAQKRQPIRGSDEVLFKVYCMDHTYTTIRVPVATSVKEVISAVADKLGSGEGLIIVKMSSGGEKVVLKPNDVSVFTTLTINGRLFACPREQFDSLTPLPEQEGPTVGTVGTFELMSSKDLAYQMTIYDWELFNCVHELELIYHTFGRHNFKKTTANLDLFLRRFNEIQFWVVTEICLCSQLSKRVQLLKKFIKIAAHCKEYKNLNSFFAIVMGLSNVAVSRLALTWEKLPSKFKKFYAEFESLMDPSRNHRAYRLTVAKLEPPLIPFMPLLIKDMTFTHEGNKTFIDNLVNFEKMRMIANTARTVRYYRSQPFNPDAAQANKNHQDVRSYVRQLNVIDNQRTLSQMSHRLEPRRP
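Compounds were titrated in qHTS against a Rap1B-BODIPY-GDP (250 nM) complex with EPAC2 (100 nM) and GDP (50 uM). BODIPY-GDP release tracked at 480/540 nm over 30 min at room temperature, normalized to 6.5 mM cAMP.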
aSyn rescue: qHTS of alpha-syn Inhibitors; Potency, µM (top dose mostly 46.1 µM), for inactives: top-dose growth rescue (activation), usual class: activators; 370,000 tested, 0.14% active; Yeast expressing alpha-synuclein, growth rescue, BacTiter-Glo, 24 h; note: % of control where 0% means no effect; nearly all actives have a fitted effect of over 65% in size
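Galactose-induced alpha-syn yeast (OD600=0.02, raffinose-pregrown) + pinned cpd, 24 hr, 30 deg C; growth by BacTiter-Glo luminescence. Growth restoration scores as activation.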
EPAC2 antagonist: qHTS for Antagonist of cAMP-regulated guanine nucleotide exchange factor 2 (EPAC2): primary screen | EPAC2 GEF exchange of Rap1B-BODIPY-GDP, fluorescence | Potency, µM (highest dose often 114 µM), inactives show top-dose activity, negative = inhibition, hits mostly inhibitors | 360,000 tested, 0.18% active | AID 720708, 2013; note: % is set by controls: 0 for no effect and ±100 for the full control effect; nearly all actives have a fitted effect of over 45% in size; many of its hits are not listed in these tables
EPAC1 ag: qHTS for Agonist of cAMP-regulated guanine nucleotide exchange factor 3 (EPAC1): primary screen | EPAC1 agonist qHTS, biochemical assay; response scale: 100% = response to 6.5 mM cAMP | Potency, µM (doses to about 154 µM), for the others: top-dose activation, usual class: activators | AID 720707, 2013 | Rap guanine nucleotide exchange factor 3 (Homo sapiens), O95398 | 360,000 tested, 0.073% active; note: nearly all actives have a fitted effect of over 60% in size
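Read-out is the fluorescence drop as BODIPY-GDP leaves Rap1B (480 nm excitation, 540 nm emission), recorded every 5 minutes over 30 minutes. Reactions held 100 nM EPAC1, 250 nM Rap1B–BODIPY-GDP and 50 uM GDP, with 6.5 mM cAMP setting full activation.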
TDP43 rescue: qHTS of TDP-43 Inhibitors; 410,000 tested, 1.8% active; Potency, µM (highest dose often 46.1 µM), without a hit: at the top dose growth rescue (activation), actives largely listed as activators; TDP-43 expressing yeast growth rescue, BacTiter-Glo, 24 h; note: % of control where 0% means no effect; nearly all actives have a fitted effect of over 50% in size
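Readout is BacTiter-Glo luminescence of cell growth, so inhibitors register as activators. TDP-43-expressing yeast at OD600=0.02 in galactose medium, after raffinose pregrowth to mid-log, were incubated with compound for 24 hr at 30 deg C.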
FUS suppressor: qHTS for Suppressors of FUS Proteinopathy: Primary screen using FUS-linked yeast assay; S. cerevisiae FUS-expressing, growth rescue, OD600, 24 h; Potency, µM (highest dose often 76.6 µM), for the others: top-dose growth rescue (activation), actives largely listed as activators; AID 1347120, 2019; 390,000 tested, 0.24% active;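 note: plate controls were DMSO vehicle for no effect and reference control for full effect; nearly all actives have a fitted effect of over 55% in size; some results filed as inactive show a strong effect at the top dose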
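Cultures pregrown in 2.5% raffinose medium are shifted to minimal medium containing 2% galactose to express toxic FUS. Compounds are tested at several concentrations. After 24hr at 30C, growth is quantified at 600 nm absorbance.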
Starred values were filed as active, the others as inactive; i = inactive; ? = inconclusive; / = not tested or not shown; & = joins results of further samples; [ ] = dose if it differs, or a comment. Calls come from the whole dose curve; as a rule, active = well fitted curve in the direction sought with a large enough effect; inconclusive = small, poorly fitted or top-dose-only effect, or another doubt; inactive = no such curve, though single readings can be large; an effect the other way counts as inactive or inconclusive. Potency is the fitted concentration of half-maximal effect. A portion of the library; count on the stated rates, not on these rows.

Value order: PTHR1 ag	EPAC1 antagonist	EPAC2 agonist	aSyn rescue	EPAC2 antagonist	EPAC1 ag	TDP43 rescue	FUS suppressor
1) COc1ccccc1CNC(=O)C1CCN(S(=O)(=O)c2ccc3c(c2)OCCO3)CC1
→ -9%	13%	3%	-1%	7%	7%	0%	20%
2) O=C(O)CCc1c(C(=O)O)[nH]c2ccccc12
→ i	5%	8%	-3%	4%	3%	-14%	9%
3) O=C(O)/C=C/C(=O)Nc1ccc(S(=O)(=O)Nc2nccs2)cc1
→ i	-5%	0%	4%	26%	-14%	3%	-16%
4) CCOc1ccc(NC(=O)c2ccc3c(c2)CCN3S(C)(=O)=O)cc1
→ i	-4%	?	2%	1%	-8%	?	2%
5) c1ccc2c(c1)ccc1[nH]c3c(c12)CCCC3
→ -27%	-13%	19%	-9%	-10%	17%	?	/
6) Cc1cccc(/C=C(\c2nc3ccccc3[nH]2)S(=O)(=O)c2ccccc2)c1
→ -35%[inhibitor]	-18%	-11%	2%	-9%	-14%	-3%	-12%
7) COC(=O)CCC(=O)N1CCCC(CO)(Cc2ccccc2F)C1 (centres undefined)
→ -18%	?	8%	-4%	6%	-5%	4%	-8%
8) O=C(CCCCn1c(=S)[nH]c2ccsc2c1=O)NCc1ccco1
→ i	8%	1%	-8%	-2%	3%	-1%	14%
9) CCOC(=O)C1(CCOc2ccccc2)CCN(Cc2ccc(-n3cccn3)cc2)CC1
→ -50%[inhibitor]	-14%	11%	-8%	-21%	4%	0%	3%
10) CCOC(=O)/C(=C/C=C/c1ccccc1)NC(=O)c1ccccc1
→ 10%	-6%	9%	-3%	6%	12%	11%	45%
11) C=CCOc1ccc(Br)cc1/C=C1\NC(=S)N(C(C)=O)C1=O
→ -11%	?	-6%	16%	3%	-11%	-8%	8%
12) O=C(COC(=O)c1ccc(S(=O)(=O)N2CCOCC2)cc1)NCc1ccccc1
→ i	3%	2%	-1%	0%	2%	29%	10%
13) CCCCNC(=O)[C@@H]1CC=C[C@@H]2CCN(C3CC3)C(=O)[C@@H]21
→ -2%	5%	5%	-12%	-2%	10%	?	-23%
14) CCN(CC)C(=O)c1ncn(Cc2ccccc2)c1C(=O)N(CC)CC
→ -25%	-15%	6%	-1%	0%	4%	2%	-12%
15) Cc1nnc(SCC(=O)NCc2ccc3c(c2)OCO3)s1
→ -16%	-1%	-5%	-1%	-5%	8%	-6%	-2%
16) O=C(CSc1ccc(-c2ccco2)nn1)c1ccc(F)cc1
→ -31%[inhibitor]	?	3%	7%	12%	4%	?	/
17) CC1OC(Oc2ccc3ccc(=O)oc3c2-c2c(O)ccc3cc(Oc4ccc5ccc(=O)oc5c4)c(=O)oc23)C(O)C(O)C1O (centres undefined)
→ -21%	-6%	6%	-1%	-5%	-3%	19%	8%
18) O=C(COC(=O)CCc1ccc(S(=O)(=O)N2CCOCC2)cc1)Nc1ccccc1OC(F)F
→ i	-21%	10%	0%	-6%	7%	3%	11%
19) Cc1ccc(C(=O)Nc2ccc(C(=O)N3CCCCC3C)cc2)cc1 (centres undefined)
→ -18%	-3%	4%	3%	6%	6%	?	13%
20) Cc1ccc2nc(NC(=O)CN3C(=O)C4CC=CCC4C3=O)sc2c1 (centres undefined)
→ -38%[inhibitor]	?	2%	-1%	-14%	-3%	-22%	26%
21) Cc1ccc(/C=C(\C#N)C(=O)NC(C)c2ccccc2)o1 (centres undefined)
→ i	6%	2%	-3%	3%	-15%	21%	12%
22) CCOC(=O)c1nn(-c2ccc3c(c2)OCCO3)cc1O
→ -89%[inhibitor]	-5%	2%	1%	-12%	7%	20%	-11%
23) COC(=O)c1ccc(/C=C/C(=O)OCC(=O)Nc2cc(C)on2)cc1
→ i	7%	5%	2%	9%	-1%	-1%	0%
24) CC(C(=O)NCC1(c2ccccc2)CCCC1)N1CCOCC1 (centres undefined)
→ -11%[57.5 µM]	5%	6%	0%	1%	9%	28%	10%
25) CSc1ccccc1NC(=O)CSCc1ccc(Br)cc1
→ -17%	-16%	9%	2%	-4%	16%	2%	/
26) Cc1cccc(NC(=S)NC(C)(C)CC(C)(C)C)c1
→ -48%[inhibitor]	-24%	2%	4%	-24%	-3%	19%	12%
27) CSc1nnc(-c2ccc(Br)s2)n1C
→ i	10%	9%	-20%	5%	2%	?	7%
28) CC1(C(=O)NS(=O)(=O)c2ccccc2C(F)(F)F)CCN1C(=O)COc1ccc(Cl)cc1 (centres undefined)
→ -20%	9%	8%	3%	18%	-9%	4%	9%
29) COc1ccc(-c2nnn(CC(=O)N(CC(=O)NC3CCCC3)Cc3cccs3)n2)cc1OC
→ i	-9%	-2%	1%	3%	1%	-15%	?
30) Cc1nn(-c2ccccc2)c(C)c1C(=O)OCC(=O)N1CC(=O)Nc2ccccc21
→ i	-12%	8%	-2%	-11%	-1%	-4%	?

Some entries already given, limited to EPAC1 antagonist and PTHR1 ag.
entry | Structure | EPAC1 antagonist | PTHR1 ag
1 | COc1ccccc1CNC(=O)C1CCN(S(=O)(=O)c2ccc3c(c2)OCCO3)CC1 | 13% | -9%
2 | O=C(O)CCc1c(C(=O)O)[nH]c2ccccc12 | 5% | i

(further entries)
Value order: PTHR1 ag	EPAC1 antagonist	EPAC2 agonist	aSyn rescue	EPAC2 antagonist	EPAC1 ag	TDP43 rescue	FUS suppressor
31) C=CCn1cnc2c(nnn2Cc2ccc(F)cc2)c1=O
→ i	-6%	3%	1%	1%	-8%	15%	-5%
32) Cc1noc(C)c1COC(=O)[C@H](C)NS(=O)(=O)c1ccc(Cl)c(Cl)c1
→ -3%[57.5 µM]	2%	4%	-1%	-4%	5%	-3%	10%
33) O=C(NCCCNC(=O)c1cnccn1)c1cccc(Cl)c1
→ i	14%	12%	-2%	3%	4%	-11%	7%
34) Cc1ccc(S(=O)(=O)c2c(N)n(CCC(C)C)c3nc4ccccc4nc23)cc1
→ i	4%	0%	-3%	-2%	18%	-1%	?
35) Cn1c(SCC#N)nnc1-c1cnccn1
→ i	2%	-2%	-1%	9%	-13%	19%	3%
36) O=C(COc1ccccc1Cl)Nc1ccc(C(=O)O)cc1NC(=O)COc1ccccc1Cl
→ -44%[inhibitor]	-11%	17%	-4%	-3%	-5%	3%	/
37) COc1ccc(CN(C)C(=O)COC(=O)c2cc([N+](=O)[O-])ccc2N2CCCC2)c(OC)c1OC
→ -24%	-12%	9%	-10%	-16%	4%	26%	?
38) FC(F)(F)c1ccc(C2[C@H]3CN(Cc4cccnc4)[C@H](c4ccccc4)C34CC2(c2ccccc2)C4)cc1 (some centres undefined)
→ i	-1%	1%	-31%[inhibitor]	-18%	-23%	?	28%
39) Cc1cc(NC(=O)c2cncc(Br)c2)no1
→ i	3%	10%	/	7%	-3%	20%	-6%
40) Cc1ccc(S(=O)(=O)NC2=C(N3CCN(c4ccccc4F)CC3)C(=O)c3ccccc3C2=O)cc1
→ -10%	-8%&-16%	-1%&6%	5%&7%	-10%&-19%	-1%&10%	-10%&6%	8%
41) CCOC(=O)/C=C/C(=O)Nc1cc(S(=O)(=O)Nc2ccc(OC)cc2)ccc1N1CCOCC1
→ -41%[inhibitor]	-11%	5%	1%	-5%	8%	27%	6%
42) O=S(=O)(Nc1nc(-c2ccco2)c(-c2ccco2)s1)c1ccc(F)cc1F
→ i	-20%	4%	-3%	-6%	-2%	-3%	-6%
43) O=S(=O)(Nc1ccc2cn[nH]c2c1)c1ccc(Cl)cc1
→ -17%	-8%	6%	-2%	-30%	-13%	-1%	-3%
44) O=c1cc(CSc2nc(NCc3ccccc3)c3ccccc3n2)nc2ccc(Cl)cn12
→ i	4%	-6%	3%	11%	-7%	-20%	/
45) Cc1ccc(O)c(-c2cc(-c3ccccc3F)[nH]n2)c1
→ -7%[57.5 µM]	-7%	-1%[15.6 µM]	-14%	-28%	-2%	20%	-2%
46) O=C(NC1CCCCC1)C(c1ccncc1)N(C(=O)c1csnn1)c1ccccc1 (centres undefined)
→ i	3%	3%	-7%	-5%	10%	0%	-41%
47) COc1ccc(OC)c(S(=O)(=O)Nc2ccc3oc(C)c(C(C)=O)c3c2)c1
→ -39%[inhibitor]	-22%	2%	4%	-4%	3%	23%	5%
48) CCCc1nnc(NC(=O)CC(=O)Nc2ccccc2C(=O)O)s1
→ -2%[57.5 µM]	0%	0%	1%	-10%	7%	-9%	2%
49) COc1ccc(-c2ccc3c(c2)[C@@H]2C[C@H](N(C)C(=O)Nc4ccccc4)[C@H]([C@H](C)O)C(=O)N2CC3)cc1
→ -23%	-21%	6%	11%	-12%	7%	4%	?
50) O=S(=O)(Nc1ccc(Cl)cn1)c1ccc(F)cc1
→ -18%	1%	6%	16%	-1%	-2%	-14%[1.82 µM]	-2%
51) CCO[C@@H]1OC(C(=O)N2CCCCCCC2)=C[C@H](c2ccc(C(F)(F)F)cc2)[C@H]1CCCO
→ -5%	-10%	2%	7%	-13%	-25%	0%	?
52) CCC(C)c1ccc(NC(=O)CSc2nncn2N)cc1 (centres undefined)
→ -14%[57.5 µM]	0%	2%	-1%	-1%	-1%	15%	-19%
53) O=C(C1=NN(c2ccccc2)C2C(=O)N(c3cccc(Cl)c3)C(=O)C12)c1ccccc1 (centres undefined)
→ i	50µM*	10%	19%	32%[activator]	-82%[inhibitor]	4%	28%
54) O=c1[nH]c2ccccc2c(=O)n1CCCO
→ 14%	13%	3%	7%	15%	-1%	-21%	9%

Screens: PubChem, National Center for Advancing Translational Sciences (NCATS)
